Cneo AK release = Cryptococcus neoformans cell lysis inducers, primary screen, AK release luminescence, single concentration; C. neoformans lysis, adenylate kinase release luminescence, 4 h; normalised: neutral wells 0, clomiphene wells 100; lysis activity, % at 15 µM; 360,000 compounds, 0.2% hits; AID 651654, 2012;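 active = mean lysis activity across replicates of at least 80%, whatever share of replicates individually reach that level; inactive = mean lysis activity below 80%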
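Assay system: log-phase C. neoformans yeast / Quantity: yeast cell density of 5 × 10^6 cells/mL / Medium: fresh YPD growth medium / Compound: single dose / Timing: static 4 h at 37 °C with compound, 1 h detection / Measured by: adenylate kinase release luminescence / Read-out: lysis from increased AK signal / Benchmarks: Clomiphene as positive lysis control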
LGR2 antag = inhibitors of bursicon-induced LGR2 CRE-luciferase signal, primary screen, cell-based, HEK293, CRE-luciferase reporter, bursicon stimulation; Drosophila bursicon receptor LGR2 (rickets); bursicon-stimulated, 4 h; inhibition, % at 9.99 µM; 380,000 compounds, 0.35% hits;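 active = drop in luminescence signal, shown as inhibition above about 50% in the replicate tests, limit read from the data, passing the limit was not always enough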;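 also: agonist challenge used bursicon conditioned medium at about half maximal strength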
Statin myotox sup = suppressors of statin myotoxicity in C2C12 myotubes, primary screen, cell-based, single point, plate reader; rescue of ATP level, % at 7.49 µM; 330,000 compounds, 0.78% hits; C2C12 myotubes + simvastatin, ATP luminescence, 48 h; scaled: DMSO 0, geranylgeraniol control 100;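 active = mean ATP rescue above about 67%, or every replicate alone reaching that limit, limit read from the data, passing the limit was not always enough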;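 also: myotubes were challenged with 10 µM simvastatin during compound exposure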
Xi reactivation = activators of inactive X chromosome reactivation, primary screen, imaging, XiGFP fibroblasts, GFP high-content imaging, set 2; activation, % at 7.58 µM; 360,000 compounds, 0.055% hits; XiGFP mouse fibroblasts, % GFP-positive cells imaging, 3 d; cells co-treated with 5-aza-dC sensitizer; scaled so ellipticine positive control = 100%; AID 743238, 2013;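 active = mean normalized replicate activation at least 10% and every replicate at or above 10%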;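 also: 0% = median of on-plate neutral control wells and 100% = ellipticine 6 µM median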
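assay system = SV40-immortalized XiGFP fibroblast cells, line 68-5-11 | buffer or medium = DMEM plus 5-aza-dC sensitizer | doses = single-point pinned compound dosing | times = 3-day compound exposure, then 15 min fixation at room temperature | benchmarks = positive control ellipticine, 6 µM final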
SIRT5 inh = SIRT5 desuccinylase inhibitors, primary screen, biochemical, fluorescence imaging, single point, set 5. Purified SirT5, succinyl-peptide AMC, trypsin-coupled fluorescence. inhibition, % at 15 µM. 330,000 compounds, 1.1% hits. AID 652115, 2013; in the data active = inhibition above about 15%
Target sequence (Q9NXA8 whole entry, looked up): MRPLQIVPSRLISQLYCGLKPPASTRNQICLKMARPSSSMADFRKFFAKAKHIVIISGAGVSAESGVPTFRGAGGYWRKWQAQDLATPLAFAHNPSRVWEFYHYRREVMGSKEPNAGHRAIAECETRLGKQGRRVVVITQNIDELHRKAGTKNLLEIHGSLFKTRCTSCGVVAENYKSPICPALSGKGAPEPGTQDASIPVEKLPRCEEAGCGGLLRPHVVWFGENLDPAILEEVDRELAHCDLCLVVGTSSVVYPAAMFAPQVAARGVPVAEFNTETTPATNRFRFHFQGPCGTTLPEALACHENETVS
PGC1a acetyl inh = inhibitors of PGC1a acetylation signal, primary screen, cell-based, U2OS, AlphaScreen, inhibitor mode. AlphaScreen anti-acetyl-lysine; with virally co-expressed GCN5 acetyltransferase. inhibition, % at 15.6 µM. 350,000 compounds, 0.17% hits. AID 651687, 2012;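 active = every replicate shows inhibition of at least 40%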;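 also: 0% = neutral control wells and 100% = positive control wells; some results beyond the cut were filed as inactive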
ERAP1 inh = human ERAP1 aminopeptidase inhibitors, primary screen, biochemical, single point, plate reader; Endoplasmic reticulum aminopeptidase 1 (Homo sapiens), Q9NZ08; recombinant ERAP1, Leu-AMC fluorescence, 60 min; inhibition, % at 10.7 µM; 340,000 compounds, 0.15% hits; AID 652197, 2013;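 active = mean replicate inhibition of at least 30%, or all replicates individually reaching that 30% level; inactive = mean below 30% and not every replicate reaching it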;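 also: 0% = neutral control wells and 100% = L-leucinethiol positive control wells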
S100A4 inh HTS = inhibitors of S100A4-myosin IIA peptide binding, primary screen, biochemical, fluorescence polarization, TAMRA-MyoIIA peptide. inhibition, % at 10.7 µM. 360,000 compounds, 0.14% hits;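 active = mean inhibition of at least 70% across replicates, with every replicate also reaching that level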
Target sequence (P26447 whole entry, looked up): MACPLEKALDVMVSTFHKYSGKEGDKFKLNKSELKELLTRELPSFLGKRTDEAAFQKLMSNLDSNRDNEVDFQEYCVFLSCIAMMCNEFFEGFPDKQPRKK
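incubation = readout 5 min after mixing, signal stable up to 60 min | system = S100A4 monomer protein | buffer or medium = HEPES pH 7.2 with CaCl2, KCl, NaCl, DTT, Triton | benchmarks = neutral control DMSO, positive control TFP | also added = fluorescent myosin IIA peptide, 5 nM | compound dosing = one concentration per compound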
The depositor's hits bear a star; . = no result given; & = joins results of further samples.

SMILES	Cneo AK release	LGR2 antag	Statin myotox sup	Xi reactivation	SIRT5 inh	PGC1a acetyl inh	ERAP1 inh	S100A4 inh HTS
O=C1CC(C(=O)N(CC2CCCO2)C(C(=O)NC2CCCCC2)c2ccncc2)CS1 (stereo not drawn)	2	-8	-1	.	.	-2	.	.
CCOC(=O)c1sc(NC(=O)C(CC)Sc2nnc3c4ccccc4n(C(C)C)c3n2)nc1C (stereo not drawn)	-1	-23	2	0.0	1	-4	0	0
CCc1nc2c(OCc3ccc(Cl)cc3Cl)cccn2c1N(C)C(=O)CC(C)C	4	-9	-25	0.2	.	.	3	-7
C#CCN1C(=O)C2(OCCO2)c2ccccc21	1	-3	-2	0.0	0	-11	-3	0
COc1ccccc1-c1ccc([C@@H]2[C@H]3CN(C(=O)CN4CCOCC4)CCCCN3[C@H]2CO)cc1	2	-4	-19	0.2	4	3	0	9
CCC(=O)N(C)C[C@@H]1Oc2cc(C#Cc3ccccc3)ccc2S(=O)(=O)N([C@H](C)CO)C[C@H]1C	-2	18	-32	0.6	3	7	-1	4
COC(=O)[C@]12CCCCC=C1N(Cc1ccc3c(c1)OCO3)C(=O)[C@H](CC(=O)NCCCN1CCCC1=O)C2	.	-44	.	0.0	0	.	.	12
O=C(Nc1cccc(C(=O)Nc2ccc(F)cc2F)c1)c1ccccc1	4	-18	-28	0.0	0	-11	-4	-5
COCCCNc1nc(CC(C)C)nc2c1nnn2Cc1ccccc1	1	-1	-5	0.0	-4	-18	0	-6
C[C@H](CO)N1C[C@H](C)[C@@H](CN(C)C(=O)CCCN(C)C)OCCCC[C@H](C)Oc2ccc(NC(=O)Nc3cccc4ccccc34)cc2C1=O	1	-4	.	-1.1	3	-11	0	-29
Cc1cc(Cl)ccc1N1C(=O)CC(SCCC(=O)O)C1=O (stereo not drawn)	-6	3	10	.	.	-2	.	.
Cn1cc(C[C@H](NC(=O)OC(C)(C)C)C(=O)N[C@H](CO)Cc2ccccc2)c2ccccc21	0	16	7	0.2	.	3	.	-3
CCOC(=O)c1cnc(SC)nc1N1CCCC1	.	-15	.	0.2	-1	-4	3	-5
Cc1ccc(S(=O)(=O)N(C)C[C@@H]2OCCCC[C@@H](C)Oc3ccc(NS(=O)(=O)c4ccc(Cl)cc4)cc3C(=O)N([C@@H](C)CO)C[C@@H]2C)cc1	59	30	8	0.3	3	7	3	5
C[C@H](CO)N1C[C@H](C)[C@@H](CN(C)C(=O)NC2CCCCC2)Oc2c(NC(=O)Nc3cccc4ccccc34)cccc2C1=O	-5	-12	-7	-0.5	-1	2	2	3
Cc1coc2c(C)c3oc(=O)c4c(c3cc12)CCCC4	.	9	.	.	-3	7	5	8
C/C=C/c1cnc2c(c1)C(=O)N([C@@H](C)CO)C[C@H](C)[C@@H](CN(C)Cc1ccncc1)O2	7	-7	1	-1.0	1	-3	0	37
CCCN(C)C[C@@H]1Oc2ncc(C#CC3CCCCC3)cc2C(=O)N([C@@H](C)CO)C[C@H]1C	7	-2	3	-1.0	-4	-17	3	-15
NS(=O)(=O)c1ccc2nc(NC(=O)c3ccc(Br)o3)sc2c1	.	-4	.	0.0	-2	20	-4	2
Cc1ccc2c(c1)nnn2C1CCN(S(=O)(=O)c2ccc(C(=O)O)cc2)CC1	.	33	.	0.4	-3	.	5	-7
Cn1nc(C(=O)NNc2c(F)c(F)cc(F)c2F)c2ccccc2c1=O	0	-6	1	0.0	0	5	0	-4
Cc1ccc(S(=O)(=O)N[C@H]2C=C[C@@H](CC(=O)N3CCN(c4ccccc4)CC3)O[C@@H]2CO)cc1	-3	8	-4	-0.5	1	0	-2	-7
COc1ccccc1CNC(=O)C[C@H]1CC[C@H]2[C@@H](COC[C@H](O)CN2C(=O)Nc2ccc(C(F)(F)F)cc2)O1	-4	5	-66	0.0	2	15	1	2
Cc1cc(NC(=O)CSc2nc3ccsc3c(=O)n2Cc2ccccn2)n[nH]1	-1	-36	93*	.	-2	-4	3	1
COc1cccc(CN2CC3(CCN(C)CC3)c3c(n(C)c4cc(OC)ccc34)[C@@H]2CO)c1	.	-4	.	0.2	1	4	4	4

Next entries:
SMILES	Cneo AK release	LGR2 antag	Statin myotox sup	Xi reactivation	SIRT5 inh	PGC1a acetyl inh	ERAP1 inh	S100A4 inh HTS
O=C(c1ccccc1)C1CCN(C(=O)C2CCC(=O)N(Cc3ccccc3F)C2)CC1 (stereo not drawn)	0	-10	9	0.0	0	.	0	-1
COc1ccccc1/C=C/C(=O)OCC(=O)Nc1c(F)cccc1F	.	14	-9	0.0	-1	-3	-1	8
COc1ccc(C(=O)N2CCCC2(C)C(=O)NCC(C)C)cc1C(F)(F)F (stereo not drawn)	0	4	-3	-0.1	.	.	-2	-10
Cc1cc(NC(=O)CSc2ncnc3c2cnn3-c2cccc(Cl)c2)no1	-2	-8	13	0.2	0	3	2	-4
CCNC(=O)CON=C1c2ccccc2-c2ccccc21	.	-19	.	0.1	-8	.	4	-1
COc1ccc(Nc2cc3n(c(=O)n2)CCc2cc(OC)c(OC)cc2-3)cc1	-3	-32	-12	0.0	0	7	1	1
CO[C@H]1CN(C)C(=O)c2ccc(NC(C)=O)cc2OC[C@H](C)N(Cc2ccncc2)C[C@@H]1C	-4	7	-12	0.1	1	3	2	-1
O=C(C1CC1)N1CCc2cc(S(=O)(=O)NCc3ccccc3)ccc21	0	3	-4	0.0	-1	.	-2	1
C[C@@H]1CCCCO[C@@H](CN(C)C(=O)Nc2cccc3ccccc23)[C@@H](C)CN([C@@H](C)CO)C(=O)c2cc(NC(=O)C3CCCCC3)ccc2O1	-2	11	.	-1.1	2	11	-1	48
COc1ccccc1/C=C1\SC(=S)N(CCC(=O)NCCCN2CCOCC2)C1=O	.	-3	.	0.0	-1	-1	-1	4
COC(=O)C1=C(C)N(Cc2ccc(C)cc2)C(=O)C1	3	11	3	.	.	40	.	.
COc1cccc(-n2c(=O)n(Cc3ccccc3)c(=O)c3[nH]cnc32)c1	.	.	-2	0.0	-1	.	-3	-4
CC(=O)N/C(=C/c1ccc2c(c1)OCO2)C(=O)NC(Cc1ccccc1)C(=O)O (stereo not drawn)	3	-5	.	0.1	3	-27	.	-1
CC1CCN(S(=O)(=O)c2ccc3[nH]c(=O)ccc3c2)CC1	1	10	3	0.0	9	.	0	2
CC(C)NC(=O)c1onc(CSc2ccc(F)c(F)c2)c1C(=O)NC(C)C	-1	-1	1	0.0	.	-15	.	.
CC(OC(=O)Cn1[nH]c(=O)c2ccccc2c1=O)C(=O)Nc1ccc(F)cc1 (stereo not drawn)	.	-13	-4	0.2	-3	.	2	-6
CC(/C=N/NC(=S)Nc1cccc(S(=O)(=O)N(C)C)c1)c1ccccc1 (stereo not drawn)	3	19	.	0.0	-2	14	-2	3
Cc1ccc(NC2CCCN(C(=O)c3ccc(-n4ccnc4)cc3)C2)cc1C (stereo not drawn)	0	0	-6	0.1	-6	4	2	-4
CCCCNC(=O)C1(C)CCN1C(=O)c1cccc2c1OCCO2 (stereo not drawn)	1	-9	-8	0.0	-3	10	-1	0
O=C([C@@H]1[C@@H](CO)[C@@H]2Cn3c(ccc(C4=CCCC4)c3=O)[C@H]1N2)N1CCCCC1	-7	-6	9	0.0	-21	.	0	11
COc1ccc2cc(C[C@@H]3CC[C@@H](CNC(N)=O)O3)ccc2c1	-5	-45	2	0.0	.	.	.	-2
CCCn1c(=O)c(C(=O)NNS(=O)(=O)c2ccc(C)cc2)c(O)c2ccccc21	.	10	-2	0.4	-1	0	-2	2
CC(C)[C@H](NC(=O)C1CC(=O)N(c2ccc3c(c2)OCCO3)C1)C(=O)NC1CCCC1 (stereo partly drawn)	0	4	3	0.0	1	1	1	-2
COc1ccc(Cl)cc1NC(=O)CN(C)CC(=O)N(CC(C)C)c1c(N)n(CC(C)C)c(=O)[nH]c1=O	0	-26	-6	0.1	1	0	1	2
CCOC(=O)c1ccc(NC(=S)NCCc2ccccc2F)cc1	16	.	.	0.0	0	4	1	-7

(more compounds)
SMILES	Cneo AK release	LGR2 antag	Statin myotox sup	Xi reactivation	SIRT5 inh	PGC1a acetyl inh	ERAP1 inh	S100A4 inh HTS
COc1cc(C(=O)N2CCN(Cc3ccc4c(c3)OCO4)CC2)cc(OC)c1OC	1	-2	-4	0.1	-3	-6	-3	5
CCOC(=O)C1=C(C)Nc2ncnn2C1c1ccc(N(C)C)cc1 (stereo not drawn)	-6&0	3&5	4&-11	-0.1	-2	8&-25	0&0	-2&3
CCOC(=O)C1=NOC2C(=O)N(c3ccc(Cl)cc3Cl)C(=O)C12 (stereo not drawn)	.	0	5	0.0	-5	-9	-1	1
COc1ccc(C2CC(=O)C(c3cccc(F)c3)=CN2Cc2ccccc2)cc1 (stereo not drawn)	.	13	.	0.4	2	.	2	-4
CCCNC(=O)CCn1c(=S)oc2ccccc21	.	9	.	-0.1	10	1	-2	-4
C=CCNc1nc2cc(-c3ccc(C(=O)N4CCOCC4)cc3)sc2c(=O)n1C	2	-18	-5	0.0	.	.	-1	0
C[C@H](CO)N1C[C@H](C)[C@@H](CN(C)Cc2ccc(Oc3ccccc3)cc2)Oc2ccc(NS(C)(=O)=O)cc2CC1=O	-1	-3	19	0.2	5	-4	-2	-1
N#Cc1nc(COc2ccccc2F)oc1NCc1ccc(F)cc1	-2	4	30	-0.1	.	-13	2	-2
COc1ccc(NC(=O)N[C@@H]2CC[C@H](CC(=O)NCc3ccccn3)O[C@H]2CO)cc1	2	9	-21	-0.3	0	-3	0	2
Cc1cc(NC(=O)c2cccc(S(=O)(=O)N3CC(c4ccccc4)CC3=O)c2)no1 (stereo not drawn)	0	-3	6	0.3	.	-10	-1	-2
CC1CC(=O)Nc2ccccc2N1C(=O)Cn1cnc2ccc(Br)cc2c1=O (stereo not drawn)	1	4	5	0.4	-1	3	-3	-5
CCN(C(=S)Nc1cccnc1)c1cccc2ccccc12	.	7	.	0.0	1	.	0	-2

Full records from above. Order of values: Cneo AK release	LGR2 antag	Statin myotox sup	Xi reactivation	SIRT5 inh	PGC1a acetyl inh	ERAP1 inh	S100A4 inh HTS
Cc1cc(NC(=O)c2cccc(S(=O)(=O)N3CC(c4ccccc4)CC3=O)c2)no1 (stereo not drawn) is listed with 0	-3	6	0.3	.	-10	-1	-2
CCCNC(=O)CCn1c(=S)oc2ccccc21 is listed with .	9	.	-0.1	10	1	-2	-4
C[C@H](CO)N1C[C@H](C)[C@@H](CN(C)Cc2ccc(Oc3ccccc3)cc2)Oc2ccc(NS(C)(=O)=O)cc2CC1=O is listed with -1	-3	19	0.2	5	-4	-2	-1
C=CCNc1nc2cc(-c3ccc(C(=O)N4CCOCC4)cc3)sc2c(=O)n1C is listed with 2	-18	-5	0.0	.	.	-1	0

Screening results deposited in PubChem by Broad Institute.

This is a subset, so the mix of outcomes need not match the whole.
